# M5 antag: human M5 muscarinic receptor antagonists, primary screen, CHO cells, Fluo-8 calcium fluorescence; Muscarinic acetylcholine receptor M5 (Homo sapiens), P08912; inhibition, % at 3 µM; AID 624040, 2012; 360,000 compounds, 0.59% hits; CHO-hM5 cells, ACh EC80;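 active = inhibition above a per-plate cutoff, the mean of that plate's test compounds plus 3 SD, cut at about 27% in these data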;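 also: 0% = acetylcholine EC80 with DMSO and 100% = DMSO without agonist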
# Target sequence (P08912 whole entry, looked up): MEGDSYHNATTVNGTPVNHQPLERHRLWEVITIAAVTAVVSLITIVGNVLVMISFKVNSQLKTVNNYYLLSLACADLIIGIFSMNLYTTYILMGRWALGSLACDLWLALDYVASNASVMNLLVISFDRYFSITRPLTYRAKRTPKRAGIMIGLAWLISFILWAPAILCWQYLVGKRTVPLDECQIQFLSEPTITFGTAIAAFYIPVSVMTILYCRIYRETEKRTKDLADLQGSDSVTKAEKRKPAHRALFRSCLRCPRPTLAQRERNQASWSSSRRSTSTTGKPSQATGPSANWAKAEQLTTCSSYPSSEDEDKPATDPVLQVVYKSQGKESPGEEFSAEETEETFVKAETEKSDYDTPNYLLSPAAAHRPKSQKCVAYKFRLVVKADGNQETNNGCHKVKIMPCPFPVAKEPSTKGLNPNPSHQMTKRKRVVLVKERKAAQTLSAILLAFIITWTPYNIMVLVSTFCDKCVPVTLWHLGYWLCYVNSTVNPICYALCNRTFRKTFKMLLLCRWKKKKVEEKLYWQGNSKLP
# M1 PAM: human M1 muscarinic receptor positive allosteric modulators, primary screen, CHO-K1 cells, Fluo-8 calcium fluorescence, 1536-well. Muscarinic acetylcholine receptor M1 (Homo sapiens), P11229. CHO-K1 hM1, ACh EC20; 0% = ACh EC20, 100% = maximal ACh. activation, % at 3 µM. 360,000 compounds, 0.088% hits. AID 588819, 2011; in the data active = activation above about 19%, passing the limit was not always enough
# CHRM4 PAM: human M4 muscarinic receptor positive allosteric modulators, primary screen, CHO-K1 cells, Fluo-8 calcium fluorescence; Muscarinic acetylcholine receptor M4 (Homo sapiens), P08173; CHO-K1 hM4/Gqi5, ACh EC20; 0% = ACh EC20, 100% = maximal ACh; activation, % at 3 µM; 360,000 compounds, 0.4% hits; AID 624126, 2012;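 active = activation above its plate's cutoff, the mean activation of sample wells plus 3 SD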; also: some results filed as inactive read as strong as hits
# Target sequence (P08173 whole entry, looked up): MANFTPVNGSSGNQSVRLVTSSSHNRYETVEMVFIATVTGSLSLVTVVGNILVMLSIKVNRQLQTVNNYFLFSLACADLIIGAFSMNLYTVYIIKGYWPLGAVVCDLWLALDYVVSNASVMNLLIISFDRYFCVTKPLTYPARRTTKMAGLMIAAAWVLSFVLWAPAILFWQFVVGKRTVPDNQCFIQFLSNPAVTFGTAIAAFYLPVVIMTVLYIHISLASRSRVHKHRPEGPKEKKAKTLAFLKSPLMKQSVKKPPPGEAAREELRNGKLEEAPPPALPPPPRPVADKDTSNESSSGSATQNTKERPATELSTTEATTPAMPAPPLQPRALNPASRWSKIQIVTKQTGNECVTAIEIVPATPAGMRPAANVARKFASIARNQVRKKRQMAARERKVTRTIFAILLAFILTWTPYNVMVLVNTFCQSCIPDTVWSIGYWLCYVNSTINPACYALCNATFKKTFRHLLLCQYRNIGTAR
# CRFBP-R2 agonist: agonists of CRF-BP/CRF-R2 complex, primary screen, cell-based, HEK293, calcium dye fluorescence, uHTS | calcium dye fluorescence (FLIPR); percent of saturating CRF peptide response | CRF-binding protein / CRF receptor 2 complex (human) | activation, % at 13.2 µM | AID 588473, 2011 | 350,000 compounds, 0.46% hits;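 active = activation of at least 50%, plus an integration ratio under a set limit after plate pattern correction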;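 also: plate controls were neutral control wells without compound for no effect and CRF at EC100 for full effect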
# CHRM4 agonist: human M4 muscarinic receptor agonists, primary screen, CHO-K1 cells, Fluo-8 calcium fluorescence. Muscarinic acetylcholine receptor M4 (Homo sapiens), P08173. activation, % at 3 µM. 360,000 compounds, 0.14% hits. CHO-K1 hM4/Gqi5; vehicle 0%, full acetylcholine response 100%;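 active = activation above the run mean over all test wells plus 3 SD, cut at about 32% in these data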;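 also: peak over basal fluorescence ratio per well then scaled between controls; 0% = DMSO wells and 100% = acetylcholine at EC100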
# CHRM4 antagonist: human M4 muscarinic receptor antagonists, primary screen, CHO cells, Fluo-8 calcium fluorescence; Muscarinic acetylcholine receptor M4 (Homo sapiens), P08173; CHO-hM4 cells, ACh EC80; inhibition, % at 3 µM; 360,000 compounds, 0.73% hits; AID 624125, 2012;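 active = inhibition above its plate's cutoff, the mean inhibition of sample wells plus 3 SD, cut at about 27% in these data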;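 also: 0% = acetylcholine EC80 with DMSO and 100% = DMSO without agonist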
# M5 PAM: human M5 muscarinic receptor positive allosteric modulators, primary screen, CHO-K1 cells, Fluo-8 calcium fluorescence. Muscarinic acetylcholine receptor M5 (Homo sapiens), P08912. CHO-K1 hM5, ACh EC20 PAM; 0% = ACh EC20, 100% = ACh EC100. activation, % at 3 µM. 360,000 compounds, 0.3% hits;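 active = activation above the run cutoff, the mean activation of all test compounds plus 3 SD, cut at about 18% in these data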
#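 System: CHO-K1 cell line with stable human muscarinic M5 receptor expression | Also added: EC20 acetylcholine as agonist stimulus | Compound: One concentration, 3 µM final (nominal) | Timing: Fluo-8 loading 80 min at 37 °C plus 30 min room temperature | Measured by: Fluo-8 calcium dye fluorescence, kinetic read | Read-out basis: % activation, ACh-normalized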
# CHRM5 agonist: human M5 muscarinic receptor agonists, primary screen, CHO-K1 cells, Fluo-8 calcium fluorescence; Muscarinic acetylcholine receptor M5 (Homo sapiens), P08912; CHO-K1 hM5 cells; 0% DMSO wells, 100% maximal acetylcholine response; activation, % at 3 µM; 360,000 compounds, 0.19% hits;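 active = activation above the run's mean over test compounds plus 3 SD, cut at about 23% in these data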;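 also: signal is peak over basal fluorescence ratio across the kinetic read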
# M1 antag: human M1 muscarinic receptor antagonists, primary screen, CHO-K1 cells, Fluo-8 calcium fluorescence, 1536-well; inhibition, % at 3 µM; AID 588852, 2011; CHO-K1 hM1, ACh EC80 antagonist; 360,000 compounds, 1.3% hits;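 active = percent inhibition above its own plate's cutoff, namely the mean of that plate's compound wells plus 3 SD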;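 also: peak over basal fluorescence ratio during 140 s after agonist addition; 0% = ACh EC80 plus DMSO and 100% = DMSO alone without agonist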
# * marks the source's active call; other numbers are inactive results; / = no result given.
SMILES	CRFBP-R2 agonist	CHRM4 PAM	CHRM5 agonist	CHRM4 agonist	M5 antag	M1 antag	M5 PAM	M1 PAM	CHRM4 antagonist
Cc1ccccc1NC(=O)CSc1nc2ccccc2c2nc(CCn3cncc3C)nn12	-0.9	-1.6	-3.0	5.8	2.8	3.8	-5.6	-1.9	5.5
Cc1ccc(C)c(SCC(=O)Nc2cccnc2Cl)c1	-0.2	-1.8	-10.9	-1.0	3.7	-1.7	3.6	8.0	7.2
CCOC(=O)CN(C(=O)COC(=O)C1(c2ccccc2)CC1)c1ccc(F)cc1	-1.6	5.7	-6.6	0.6	0.2	10.4	-7.0	0.0	-25.7
COC(=O)c1ccccc1NC(=O)C1CCN(C(=O)c2cc(OC)c(OC)c(OC)c2)CC1	-3.3	-3.2	-0.4	2.2	-1.4	-5.0	-4.4	3.6	0.2
Cc1cccc(N(C(=O)CCC(=O)Nc2cc(C)on2)C(C(=O)NC2CCCC2)c2ccc(C)o2)c1 (stereo not drawn)	-1.4	2.7	0.6	2.1	-8.6	8.0	0.6	3.0	8.1
COc1cccc(Cn2c(OCC3CCCO3)nc3c2c(=O)n(C)c(=O)n3C)c1 (stereo not drawn)	-2.0	13.8	1.2	1.3	7.0	2.3	1.3	2.2	-0.4
COc1ccc(C(=O)Nc2ccc(C3CC3(Cl)Cl)cc2)cc1 (stereo not drawn)	2.8	-8.8	-1.6	9.5	11.2	7.0	-11.5	-5.2	-1.8
Cc1ccc(-c2c3c(nc4sc(C(N)=O)c(N)c24)CCC3)cc1	0.2	11.9	2.9	-0.7	-3.6	7.0	4.1	0.1	-3.7
CCOC(=O)C1=C(C)Nc2ncnn2C1c1cccs1 (stereo not drawn)	-1.2	5.0	0.2	-0.8	-6.9	-13.3	3.8	10.1	15.2
CN(C)CCCNc1ccc(S(N)(=O)=O)cc1[N+](=O)[O-]	-0.2	1.3	-1.3	-0.3	-1.4	3.8	4.2	-6.0	-3.3
COc1ccc(OC)c(S(=O)(=O)N(C)CC(=O)N2CCN(c3ccccc3F)CC2)c1	-1.1	-3.0	-0.7	2.8	-2.6	-27.6	-4.3	1.1	-10.1
COc1ccc(S(=O)(=O)n2[nH]c(=O)c(CCO)c2C)c([N+](=O)[O-])c1	0.0	0.0	-2.8	1.8	0.2	-7.9	1.0	6.8	-7.2
O=C(CSc1nnc(COc2ccccc2F)n1-c1ccccc1)NC1CCS(=O)(=O)C1 (stereo not drawn)	3.3	-2.1	-4.0	0.3	19.1	1.9	-10.8	-7.4	8.0
COc1cccc(/C=C/C(=O)OCC(=O)NCCC2=CCCCC2)c1OC	-0.1	-1.8	-4.7	2.4	5.3	-1.2	3.0	0.3	-5.8
NC(=O)CSc1nnnn1-c1ccc(OC(F)(F)F)cc1	-1.8	-0.4	-1.6	-0.4	4.5	-13.3	4.5	8.8	-4.0
CCC1CCCCN1CCCNC(=O)COc1cc(=O)n(C)c2ccccc12 (stereo not drawn)	1.1	-0.7	-6.3	0.1	1.8	6.7	-0.6	-13.5	-8.1
CC(NC(=O)c1ccccc1Cl)c1ccc(-n2ccnc2)cc1 (stereo not drawn)	0.5	-1.5	-3.2	1.7	1.3	-0.2	-3.2	4.2	3.1
CCCCC1(C)OC(=O)C(=Cc2ccc(-c3ccc(Cl)c(C(=O)O)c3)o2)C(=O)O1 (stereo not drawn)	4.4	7.9	-1.4	0.8	-6.0	-19.0	1.9	11.4	-4.5
Cc1cccc2cc(CN(CCN(C)C)C(=S)Nc3ccccc3)c(=O)[nH]c12	1.2	35.9*	10.9	2.4	-7.7	-8.4	23.6*	8.0	-7.4
CCOC(=O)c1c(-c2ccc(C)o2)csc1NC(=S)NC(=O)N(C)C	-2.5	-7.7	0.5	5.9	3.5	5.4	-9.7	-0.4	1.7
CCOC(=O)C1=C[C@@H](C(C)C)N(S(=O)(=O)c2ccc(C)cc2)[C@H]1c1ccc(C(F)(F)F)cc1	/	-5.6	0.7	-1.1	-2.2	11.3	-3.2	-8.9	-13.0
CCCNC(=O)C(=O)N/N=C/c1ccc(OCc2ccccc2)cc1	7.3	13.1	0.2	0.9	-4.2	0.7	6.9	11.0	-0.6
O=C(Nc1ccccc1C(=O)O)C1=NN=CC1	-0.3	1.8	-1.8	0.6	4.1	-20.4	0.6	11.1	-3.1
CCCSc1oc(-c2ccco2)nc1S(=O)(=O)c1ccc(C)cc1	-0.5	-5.4	-2.9	0.3	14.1	-5.4	3.4	1.8	-6.6
O=C(c1ccncc1)c1ccc(NC(=O)c2cccs2)cc1	-0.9	-10.1	-1.0	1.4	8.4	0.6	1.8	2.5	11.5
O=C(N/C(=C/c1cccnc1)C(=O)N1CCOCC1)c1ccco1	8.6	-2.3	-1.3	0.8	3.0	1.9	-7.3	-4.3	6.4
CC(C)CC(c1nnnn1C(C)C)N1CCN(c2cccc(Cl)c2)CC1 (stereo not drawn)	-1.6	0.4	-3.8	-0.2	-0.8	3.1	6.1	0.4	-1.3
CC(C)(C)NC(=O)C(c1ccncc1)N(Cc1cccs1)C(=O)c1csnn1 (stereo not drawn)	-0.4	5.5	-3.0	0.2	5.6	-10.5	1.8	4.5	-8.2
Oc1ccccc1N1CCN(C(=S)NCc2ccccc2)CC1	2.0	2.0	0.8	6.2	8.8	5.0	-5.8	1.1	8.5
Cc1ccc(NC(=O)CNc2ccccc2N2CCCC2=O)cc1S(=O)(=O)N1CCCCC1	-2.0	5.3	-2.9	3.5	8.9	-2.3	1.2	3.7	5.2
COC(=O)c1ccc(CSc2nc3c(c(=O)n2-c2ccccc2)SCC3)o1	-3.2	8.0	-4.5	0.8	3.9	-8.6	-5.0	5.7	-14.6
Cc1nn(C)c(C)c1Sc1ccc(Br)cc1	-2.0	-3.6	-1.6	6.1	4.7	3.9	-6.7	-3.2	-0.7
N#CC1=C2Nc3ccccc3N2C(=O)NC1(c1ccccc1)C(F)(F)F (stereo not drawn)	0.4	4.6	-4.2	1.1	-4.6	4.8	0.1	-1.9	-4.9
O=C(CCOc1ccccc1F)N1CCN(c2ccccc2O)CC1	0.5	-1.6	4.4	7.0	-1.2	-9.1	-7.6	4.5	2.1
O=C(C(c1ccccc1)C(O)c1ccccc1)N1CCOCC1 (stereo not drawn)	1.6	-0.8	0.4	0.8	20.5	-0.2	-7.3	-0.3	7.5
COc1ccc(NS(=O)(=O)c2cccc(C(=O)NNC(=O)CNC(=O)c3ccco3)c2)cc1	-0.5	4.0	-1.9	0.4	5.8	-3.0	0.0	2.5	-7.2
CCCN(C(=O)CSCC(=O)Nc1ccc(OC)cc1)c1c(N)n(Cc2ccccc2)c(=O)[nH]c1=O	2.5	8.6	-0.2	-0.3	-2.4	-19.2	3.6	17.4	-2.9
CCOc1ccccc1NC(=O)Cn1nnc(C(=O)Nc2ccccc2Cl)c1N	0.2	-2.8	-2.0	4.4	7.8	-20.2	-1.2	1.8	11.9
CCCC(=O)N1CCC(CCC(=O)NC2CC2)CC1	-0.7	-2.2	-1.1	0.4	-10.9	-5.5	-2.4	1.8	6.9
CN1C(=S)N2CCCN2C1c1ccccc1 (stereo not drawn)	-3.2	-1.9	-1.1	0.7	14.2	-17.7	-7.3	7.7	-8.4
CCCOc1ccc(NC(=O)CC2C(=O)OCC3CCCCN32)cc1 (stereo not drawn)	-0.1	3.2	2.4	2.2	-6.8	-4.2	5.1	5.0	-1.2
Cc1noc(C)c1CSCC(=O)OCc1nnc(-c2ccc([N+](=O)[O-])cc2)o1	1.7	-1.7	4.0	6.0	0.2	-11.6	-0.1	6.8	8.8
O=C(CN1C(=O)c2ccccc2C1=O)Nc1ccccc1	0.1	7.7	0.9	0.7	-8.6	-1.7	8.3	-2.4	-12.5
O=C(Nc1nnc([C@@H]2O[C@H](CO)[C@@H](O)[C@H]2O)s1)Nc1cccc2c1CCCC2	/	-0.3	0.5	0.6	-0.5	-8.3	0.9	-1.8	-4.6
CC(C)[C@H](NC(=O)OCc1ccccc1)C(=O)NCc1ccccc1	-3.8	-2.5	-0.8	0.1	8.2	-10.7	-4.3	11.4	0.7
CN1CCC(N(C)C(=O)COc2ccccc2Cl)CC1	-0.4	-0.5	-10.3	0.1	11.7	-9.4	-6.3	9.1	2.1
Nc1c(-c2ccccc2)c(CN2CCOCC2)nn1-c1ccccc1	-1.1	-0.4	1.8	1.7	-5.2	-1.9	-0.4	8.0	-0.4
COC(=O)CCCC(=O)NC1CC(C)(C)Cc2c1cnn2-c1ccc(C)cc1 (stereo not drawn)	1.2	1.0	3.8	0.9	1.7	-14.8	7.7	13.5	-1.7
CN(CC(=O)Nc1ccc(F)cc1)C(=O)C1Cc2ccccc2CN1S(C)(=O)=O (stereo not drawn)	0.1	4.2	-2.0	1.6	3.7	-16.6	2.6	7.5	-8.0
CC(C)c1nc2c(c(=O)c3ccccc3n2C)c(=O)n1CCc1ccccc1	72.1*	-7.7	0.6	6.4	18.1	34.2	-4.9	-24.8	-0.2

# The results go on.
SMILES	CRFBP-R2 agonist	CHRM4 PAM	CHRM5 agonist	CHRM4 agonist	M5 antag	M1 antag	M5 PAM	M1 PAM	CHRM4 antagonist
Cn1c(CN2CCN(c3ccc(Cl)cc3)CC2)nc2ccccc21	-4.6	-0.5	-3.7	2.9	7.7	-5.0	-11.0	2.4	-4.1
CN1CCN(C(=O)c2ccc(-c3cnn(C)c3)c3ccoc23)CC1	/	2.9	0.3	0.4	4.2	-12.0	-1.5	13.1	-6.5
Cc1cccc(NC(=O)CCNS(=O)(=O)c2cccc3nsnc23)c1C	-0.8	-2.5	-1.2	2.4	7.9	-10.3	-3.9	5.9	2.3
Cc1ccc(C)c(NC(=O)CCC(=O)NNC(=O)COc2cc(C)ccc2C)c1	-0.9	3.0	-3.5	3.7	-2.1	-3.0	4.0	8.2	-4.9
CCC(C)c1ccccc1N1CC(C(=O)NCCCn2nc(C)cc2C)CC1=O (stereo not drawn)	0.9	-2.2	-1.0	0.6	2.6	-5.9	2.0	4.2	8.6
O=C(CSc1ccc(F)cc1)NC(=O)c1ccccc1	-1.4	6.6	-0.5	1.5	-1.7	4.7	-3.5	-4.8	-4.8
